High-throughput results from PubChem.
MCF10A rereplic = A quantitative high throughput screen for small molecules that induce DNA re-replication in MCF 10a normal breast cells; Potency, µM (series often up to 46.1 µM), without a hit: top-dose activity, positive = re-replication, most hits filed as activators; MCF 10A DNA re-replication, Hoechst nuclear intensity, 48 h; AID 624296, 2012; 2.9% of 350,000 active; further: potency means the concentration at half of the fitted maximal effect; % of control where 0% means no effect; nearly all actives have a fitted effect of over 50% in size
KB-3-1 cytotox = qHTS assay for MDR1-selective chemotherapeutics: Primary screen using the parental adenocarcinoma cell KB-3-1 | 1.4% of 400,000 active | Potency, µM (series often up to 46.1 µM), for the others: at the highest dose activity change, negative = cytotoxic, hits mostly cytotoxic | KB-3-1 viability, CellTiter-Glo ATP luminescence, 72 h | AID 1347075, 2019; further: potency means the concentration at half of the fitted maximal effect; on the % scale 0 is the no-effect control and ±100 the full control effect; nearly all actives have a fitted effect of over 60% in size
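Parental KB-3-1 viability, qHTS format: 72 h compound exposure, 37 °C; CellTiter-Glo; media-only wells and DMSO plates as controls; concentration-effect fits on corrected data.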
ATXN viability = Viability Counterscreen for Primary qHTS for Inhibitors of ATXN expression; 0.49% of 400,000 active; Potency, µM (titrated, usually from 56.7 µM), usual class: cytotoxic; AID 651635, 2014; S2 cells (HEK-293 line with an ATXN2-luciferase reporter) viability, CellTiter-Fluor protease fluorescence, 24 h; further: potency means the concentration at half of the fitted maximal effect; nearly all actives have a fitted effect of over 40% in size
HT1080NT lethal = qHTS for induction of synthetic lethality in tumor cells producing 2HG: qHTS for the HT-1080-NT fibrosarcoma cell line | HT-1080-NT fibrosarcoma viability, CellTiter-Glo ATP luminescence, 48 h | Potency, µM (series often up to 46.1 µM), inactives show at the top dose activity, negative = less viability, hits mostly cytotoxic | 1.6% of 360,000 active | AID 686970, 2013;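 further: NT is the 2HG producing partner of a matched IDH1 knockdown line; potency means the concentration at half of the fitted maximal effect; 0% = DMSO-treated cells and -100% = media-only wells without cells; nearly all actives have a fitted effect of over 55% in size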
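Fibrosarcoma NT cells, 750 per well in 5% FBS RPMI, were exposed to compound for 48 hours. Viability: CellTiter-Glo luminescence.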
KB-V1 cytotox = qHTS assay for MDR1-selective chemotherapeutics: Primary screen using the drug-selected MDR subline cells KB-V1. KB-V1 MDR cells viability, CellTiter-Glo, 72 h. Potency, µM (series often up to 46.1 µM), without a hit: at the top dose activity change, negative = cytotoxicity, actives largely listed as cytotoxic. 3.4% of 400,000 active. AID 1347076, 2019; further: potency means the concentration at half of the fitted maximal effect; on the % scale 0 is the no-effect control and ±100 the full control effect; nearly all actives have a fitted effect of over 60% in size
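In this primary screen, KB-V1 cells overexpressing P-gp are incubated with library compounds (lowest to highest concentration) for 72 h at 37 degrees C before a luminescent ATP viability read.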
SW480 rereplic = A quantitative high throughput screen for small molecules that induce DNA re-replication in SW480 colon adenocarcinoma cells. Potency, µM (titrated, usually from 46.1 µM), without a hit: at the top dose re-replication activation, actives largely listed as activators. AID 624297, 2012. SW480 DNA re-replication, Hoechst DNA content imaging, 48 h. 1.8% of 340,000 active; further: potency means the concentration at half of the fitted maximal effect; % of control where 0% means no effect; nearly all actives have a fitted effect of over 55% in size
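DNA re-replication was detected as more nuclei of elevated Hoechst intensity after 48 hr exposure to compound (23 nL pinned per well of 250 cells).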
IL1B secr inh = qHTS for Inhibitors of Inflammasome Signaling: IL-1-beta AlphaLISA Primary Screen; activity change, % at 57.5 µM; THP-1 LPS/ATP IL-1B secretion, AlphaLISA, 16 h; active compounds read low; AID 743279, 2014; 4.7% of 360,000 active; in the data active means activity change below about -50%; inconclusive means mostly about -30% to -49%; further: on the % scale 0 is the no-effect control and ±100 the full control effect
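Secreted IL-1B measured by AlphaLISA bead assay after 16 h compound exposure of THP-1 cells; compounds (final up to 57.5 uM) added 1 h before LPS (250 ng/mL) and ATP (1.25 mM) stimulation; lower signal means less secretion.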
HT1080 IDH1KD tx = qHTS for induction of synthetic lethality in tumor cells producing 2HG: qHTS for the HT-1080-IDH1KD cell line; HT-1080 IDH1 knockdown viability, ATP luminescence, 48 h; Potency, µM (series often up to 46.1 µM), for inactives: at the highest dose activity, negative = toxicity, actives largely listed as cytotoxic; 2% of 360,000 active;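 further: potency means the concentration at half of the fitted maximal effect; 0% = DMSO wells and -100% = cell-free medium wells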
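Viability of IDH1-knockdown HT-1080 fibrosarcoma cells was assessed by CellTiter-Glo after 48 h at 37 °C with titrated compound; concentration-effect curves were classified by fit quality and response size.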
ATXN2 expr inh = Primary qHTS for Inhibitors of ATXN expression; AID 1745845, 2022; 0.72% of 360,000 active; Potency, µM (highest dose often 57 µM), for inactives: at the highest dose activity change, negative = inhibition, actives largely listed as inhibitors; HEK-293 ATXN2-luciferase reporter, luminescence, 24 h; further: potency means the concentration at half of the fitted maximal effect; on the % scale 0 is the no-effect control and ±100 the full control effect; nearly all actives have a fitted effect of over 55% in size
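qHTS (up to 57 uM final) was run with 24 h compound exposure of reporter cells at 37 °C. Each well was multiplexed: SteadyGlo luminescence measured ATXN2-luciferase expression after a fluorogenic Gly-Phe-AFC viability readout (25 uM final).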
Active calls of the source: *; i = inactive; ? = inconclusive; nt = no result given; [ ] = dose if it differs, or a comment. Unless noted, the call rests on the fitted dose curve; in most records, active means well fitted curve in the direction sought with a large enough effect; inconclusive means small, poorly fitted or top-dose-only effect, or another doubt; inactive means no such curve, though single readings can be large; an effect the other way counts as inactive or inconclusive.

(1) CC(C)CN(C(=O)CSc1nc2ccccc2c(=O)n1C)C1CCS(=O)(=O)C1 (centres undefined)
(2) CCCN1CCN(C(=O)CCCNC(=O)Cn2cnc3sc(C)c(C)c3c2=O)CC1
(3) CCn1ncc(C(=O)Nc2ccc(S(=O)(=O)N3CCCC3)cc2)c1C
(4) COc1cccc(NC(=O)C2CSC3(C)CCC(=O)N23)c1 (centres undefined)
(5) CCC(C)NC(=O)c1ccc(N2CCC3(CC2)OCCO3)c([N+](=O)[O-])c1 (centres undefined)
compound no.	1	2	3	4	5
MCF10A rereplic	1%	-5%	-8%	-2%	4%
KB-3-1 cytotox	-1%	10%	0%	-6%	9%
ATXN viability	i	i	i	i	i
HT1080NT lethal	-1%	15%	7%	0%	0%
KB-V1 cytotox	-4%	14%	-21%	-7%	?
SW480 rereplic	1%	-5%	-6%[9.22 µM]	-4%	?
IL1B secr inh	-20	0	31	-3	1
HT1080 IDH1KD tx	-1%	21%	-1%	-15%	2%
ATXN2 expr inh	6%	-14%	-5%	1%	6%

(6) CN(C(=O)c1ccncc1)c1ccccc1
(7) O=C(Nc1ccc(N2CCOCC2)cc1)C1CCN(S(=O)(=O)c2cccc(C(F)(F)F)c2)CC1
(8) COc1cc(C2NC(=O)c3c(sc4c3CCN(C)C4)N2)cc(OC)c1OC (centres undefined)
(9) O=C(NCc1ccccc1)c1ccc2c(c1)OCCO2
(10) C[C@H](c1ccccc1)N1C[C@@H](COCc2ccccc2)Oc2cc(N3CC[C@@H](N(C)C)C3)ccc2S1(=O)=O
compound no.	6	7	8	9	10
MCF10A rereplic	2%	nt	nt	-1%	nt
KB-3-1 cytotox	0%	0%	?	8%	1%
ATXN viability	i	i	i	i	?
HT1080NT lethal	-1%	-2%	nt	10%	?
KB-V1 cytotox	0%	?	9%	0%	-15%
SW480 rereplic	-3%	nt	nt	1%	nt
IL1B secr inh	1	26	nt	2	-6
HT1080 IDH1KD tx	-5%	-7%	nt	3%	?
ATXN2 expr inh	nt	nt	7%	8%	?

Compound profiles (already shown). Order of screens: MCF10A rereplic, KB-3-1 cytotox, ATXN viability, HT1080NT lethal, KB-V1 cytotox, SW480 rereplic, IL1B secr inh, HT1080 IDH1KD tx, ATXN2 expr inh
Profile of COc1cc(C2NC(=O)c3c(sc4c3CCN(C)C4)N2)cc(OC)c1OC (centres undefined) → nt, ?, i, nt, 9%, nt, nt, nt, 7%
Profile of O=C(NCc1ccccc1)c1ccc2c(c1)OCCO2 → -1%, 8%, i, 10%, 0%, 1%, 2, 3%, 8%
Profile of C[C@H](c1ccccc1)N1C[C@@H](COCc2ccccc2)Oc2cc(N3CC[C@@H](N(C)C)C3)ccc2S1(=O)=O → nt, 1%, ?, ?, -15%, nt, -6, ?, ?

Going on with the list.
(11) CCCCNc1ncnc2sc3c(c12)CCN(CCC)C3
(12) Cc1cc(C)n(-c2ccc(C(=O)OCC(=O)NC(c3ccccc3)c3ccccc3)cc2)n1
(13) N#Cc1cn(CC(=O)O)c2ccccc12
(14) CC1=CN2C(=NC(=O)CC2(C)C(=O)N(CC(=O)NC2CCCC2)c2cc(C)cc(C)c2)C=C1 (centres undefined)
(15) CCCN(CC(=O)Nc1ccccc1OC)C(=O)c1cnc(Cl)c(Cl)c1
compound no.	11	12	13	14	15
MCF10A rereplic	5%	3%	-3%	-1%	3%
KB-3-1 cytotox	13%	7%	1%	-2%	4%
ATXN viability	i	?	i	i	i
HT1080NT lethal	1%	2%	0%	2%	13%
KB-V1 cytotox	3%	-2%	-2%	8%	-28%
SW480 rereplic	-3%	-2%	0%	0%	-4%
IL1B secr inh	0	-13	12	1	18
HT1080 IDH1KD tx	-2%	1%	2%	4%	15%
ATXN2 expr inh	-5%	-25%	nt	nt	-7%

(16) COc1ccc(NC(=O)CCOc2ccccc2F)cc1S(=O)(=O)N1CCCCC1
(17) O=C(NCc1ccco1)c1cc([N+](=O)[O-])ccc1Cl
(18) COc1ccc(/C=C(\NC(=O)c2ccco2)C(=O)NCc2ccco2)cc1
(19) C=CCN1C(=O)C(CC(=O)Nc2ccccc2)N(Cc2ccccn2)C1=S (centres undefined)
(20) OC1(c2ccccc2)CCN(Cc2ccccc2)C2CCCCC21 (centres undefined)
compound no.	16	17	18	19	20
MCF10A rereplic	25%	-6%	0%	-25%	11%
KB-3-1 cytotox	-10%	2%	14%	3%	1%
ATXN viability	i	i	i	i	i
HT1080NT lethal	-25%	?	?	-19%	-13%
KB-V1 cytotox	-16%	1%	14%	-6%	23µM*
SW480 rereplic	-3%	-12%	?	-28%[1.84 µM]	-35%[inhibitor]
IL1B secr inh	-13	8	-6	20	-51*
HT1080 IDH1KD tx	-4%	?	25%	-10%	-11%
ATXN2 expr inh	-30%	-15%	5%	-11%[2.22 µM]	-30%

(21) CCCCOCCCNC(=O)C[C@@H]1C[C@@]2(C(=O)OC)CCCCC=C2N(Cc2cccc3ccccc23)C1=O
(22) Cc1ccc(S(=O)(=O)CC(c2ccccc2)N2CCOCC2)cc1 (centres undefined)
(23) CC(C)Nc1nc(NC(C)(C)C)nc(Oc2ccc(=O)n(C)n2)n1
(24) Cc1ccc(NC(=O)[C@H](CC(C)C)NC(=O)[C@@H]2Cc3ccccc3CN2)cc1
(25) Cc1cc(OCC(O)CN2CCc3ccccc3C2)ccc1Cl (centres undefined)
compound no.	21	22	23	24	25
MCF10A rereplic	nt	-6%	-8%	-1%	19%
KB-3-1 cytotox	?	4%	-18%	17%	3%
ATXN viability	nt	i	i	i	i
HT1080NT lethal	?	3%	2%	1%	?
KB-V1 cytotox	?	2%	5%	0%	0%
SW480 rereplic	nt	-9%	-7%	-10%	-6%
IL1B secr inh	-51*	10	24	25	-62*
HT1080 IDH1KD tx	?	-11%	4%	-1%	?
ATXN2 expr inh	?	-5%	10%	24%	-16%

(26) Cc1ccc(C(=O)CSc2ccc(-c3cccnc3)nn2)cc1
(27) COc1cc(SC#N)ccc1N=Cc1c(C)[nH]n(-c2ccc(C)cc2C)c1=O
(28) CCOC(=O)c1ccc2[nH]c3c(c2c1)CN(C)CC3
(29) COc1ccc(-c2cc(C(=O)NC(C(=O)O)C(C)C)c(C)o2)cc1OC (centres undefined)
(30) Cc1ccc(NC(=O)CCn2cccc2)cc1F
compound no.	26	27	28	29	30
MCF10A rereplic	10%	2%	16%	1%	2%
KB-3-1 cytotox	4%	9%	?	3%	18%
ATXN viability	i	i	i	i	i
HT1080NT lethal	10%	1%	-3%	0%	-1%
KB-V1 cytotox	-12%	11%	-2%	-30%	8%
SW480 rereplic	13%	3%	-6%	-5%	0%
IL1B secr inh	26	-97*	?	1	0
HT1080 IDH1KD tx	21%	-12%	1%	6%	7%
ATXN2 expr inh	19%	-19%	-5%	43%[activator]	7%

(31) Cc1ccc(N(CC(=O)NCCSc2nc3ccccc3s2)S(=O)(=O)c2ccccc2)c(C)c1
(32) Cc1ccc(CNC(=O)Nc2ccc(OC(F)(F)F)cc2)n1C
(33) O=C1C(Nc2ccccc2)=CC(c2ccc(O)cc2)N1c1ccccc1 (centres undefined)
(34) Nc1nonc1-n1nnc(C(=O)N/N=C/c2ccc(Cl)cc2)c1-c1ccc2c(c1)OCO2
(35) COc1cccc(-c2cccc(NC(=O)C3CCN(CCCn4cccn4)CC3)c2)c1
compound no.	31	32	33	34	35
MCF10A rereplic	7%	12%	13%	7%	nt
KB-3-1 cytotox	?	0%	7%	18%	0%
ATXN viability	?	i	i	i	i
HT1080NT lethal	-7%	1%	0%	-12%	-12%
KB-V1 cytotox	8.2µM*	-7%	-5%	0%	-1%
SW480 rereplic	18%	3%	-3%	0%	nt
IL1B secr inh	-9	-8	-15	21	-15
HT1080 IDH1KD tx	-20%	-4%	-11%	-10%	1%
ATXN2 expr inh	-19%	-17%	9%	-10%	nt

(36) C=CCn1c(SCC2CCCCO2)nc2sc(CC)cc2c1=O (centres undefined)
(37) Cc1cc(C)cc(NC(=O)c2ccc(CSc3nnc(C)s3)cc2)c1
(38) O=C(CSc1nnc(-c2ccncc2)n1-c1ccccc1)Nc1ccc(Br)cc1
(39) O=c1ncn(-c2cccc(Cl)c2)c2ccccc12
(40) CC1(C(=O)CSc2nc3ccccc3s2)CCC(=O)O1 (centres undefined)
compound no.	36	37	38	39	40
MCF10A rereplic	0%	?	nt	-4%	-7%
KB-3-1 cytotox	-12%	4%	0%	0%	-1%
ATXN viability	i	i	i	i	i
HT1080NT lethal	1%	-7%	nt	14%	-1%
KB-V1 cytotox	-8%	-11%	-6%	-8%	0%
SW480 rereplic	?	0%[9.22 µM]	nt	-15%	0%
IL1B secr inh	39	?	nt	8	9
HT1080 IDH1KD tx	1%	-6%	nt	11%	9%
ATXN2 expr inh	?	22%	5%	-12%	43%[activator]

(41) CCOC(=O)c1c(NC(=O)COC(=O)c2nccnc2N)sc(C(=O)N(C)C)c1C
(42) COc1ccc(CCNC(=O)C2CCN(Cc3nc(-c4ccccc4F)oc3C)CC2)cc1OC
(43) Cn1c(=O)c(=O)n(C)c2cc(S(=O)(=O)NCCOc3ccccc3Cl)ccc21
(44) Cc1nc2scc(-c3ccc(C(C)C)cc3)c2c(=O)n1N
(45) COc1ccc(-n2cnc3ccccc32)cc1
compound no.	41	42	43	44	45
MCF10A rereplic	2%	5%	-17%	-10%	-2%
KB-3-1 cytotox	-1%	-11%	6%	-12%	9%
ATXN viability	i	i	i	i	i
HT1080NT lethal	2%	-15%	3%	-15%	-2%
KB-V1 cytotox	?	16µM*	18%	-3%	1%
SW480 rereplic	-9%	0%	-5%	-7%	-4%
IL1B secr inh	-3	24	10	37	-6
HT1080 IDH1KD tx	3%	-1%	0%	-28%	-4%
ATXN2 expr inh	-7%	-2%	-3%	-1%[11.3 µM]	8%
